Mito fusion yeast = blocks mitochondrial division or promotes mitochondrial fusion; S. cerevisiae fusion-defective mutant growth rescue, CellTiterGlo 48 h; Potency, µM (series often up to 46.1 µM), inactives show top-dose growth rescue (activation), hits mostly activators; 320,000 tested, 0.23% active; AID 485298;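 also: potency is read from the fitted curve at half-maximal effect; % of control where 0% means no effect; nearly all actives have a fitted effect of over 45% in size; temperature-sensitive fusion mutants such as fzo1-1 at 37 °C on non-fermentable ethanol glycerol medium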
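Read-out: ATP-based luminescence (CellTiterGlo, 10 min ambient) reporting growth of fusion-defective ts yeast after 48 hours at 37C on glycerol/ethanol YPEG medium in the presence of compound.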
Tb PFK inh = inhibitors of T. brucei phosphofructokinase. T. brucei PFK, ADP-Glo luminescence. Potency, µM (doses to about 57.5 µM), inactives show at the top dose activity, negative = inhibition, most hits filed as inhibitors. 330,000 tested, 0.17% active. O15648;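 also: potency is read from the fitted curve at half-maximal effect; 0% = uninhibited 1x PFK enzyme wells and -100% = no-enzyme wells; nearly all actives have a fitted effect of over 60% in size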
Target sequence (O15648 whole entry, looked up): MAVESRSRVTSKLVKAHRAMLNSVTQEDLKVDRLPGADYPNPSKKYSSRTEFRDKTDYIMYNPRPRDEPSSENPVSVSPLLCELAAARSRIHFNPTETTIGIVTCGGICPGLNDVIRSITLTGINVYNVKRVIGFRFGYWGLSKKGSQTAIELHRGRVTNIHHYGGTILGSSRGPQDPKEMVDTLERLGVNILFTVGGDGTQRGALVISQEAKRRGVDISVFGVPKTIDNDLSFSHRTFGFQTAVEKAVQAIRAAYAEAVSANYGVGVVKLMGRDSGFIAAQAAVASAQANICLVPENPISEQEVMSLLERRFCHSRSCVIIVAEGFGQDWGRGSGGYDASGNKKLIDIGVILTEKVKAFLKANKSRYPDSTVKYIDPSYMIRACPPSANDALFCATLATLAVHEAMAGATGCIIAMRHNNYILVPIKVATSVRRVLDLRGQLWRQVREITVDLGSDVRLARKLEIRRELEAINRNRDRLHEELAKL
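Compounds were pin-transferred as a titration series up to 57 uM into substrate buffer (0.5 mM F6P, 0.1 mM ATP, pH 8.0), then 1.25 nM PFK was added and reactions ran 45 min before ADP-Glo detection.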
TCR act = activates T cell receptor signaling | primary human leukocytes, anti-CD3, IL-2 HTRF, 48 h | Potency, µM (series often up to 9.22 µM), for the others: at the highest dose activation of IL-2 secretion, hits mostly activators | 330,000 tested, under 10 active | AID 504894; also: % of control where 0% means no effect
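Primary human leukocytes receive a-CD3 beads and test compound and are incubated 48 hr. Secreted IL-2 is then assayed by HTRF, measuring 665nm acceptor emission after 320nm excitation of the europium donor.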
ELG1 repair inh = blocks ELG1-dependent DNA repair in HEK293T cells. HEK293T ELG1-luciferase reporter, luminescence, 16 h; DNA damage induced by 5-fluorouridine. Potency, µM (titrated, usually from 46.1 µM), without a hit: at the highest dose activity change, negative = inhibition, hits mostly inhibitors. 330,000 tested, 2.3% active; also: potency is read from the fitted curve at half-maximal effect; % is scaled to controls: 0 for no effect and ±100 for the full control effect; nearly all actives have a fitted effect of over 55% in size
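5-Fluorouridine DNA damage + compound/DMSO, 2,000 cells/well, 16 h, 37 °C/5% CO2. ONE-Glo, 30 min RT, luminescence. Readout = decrease in reporter signal.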
Integrin act MD = activates integrin-mediated alleviation for muscular dystrophy; Potency, µM (top dose mostly 38.3 µM), for inactives: at the highest dose activation, hits mostly activators; alpha7betagal myoblasts, beta-gal FDG fluorescence, 48 h; 350,000 tested, 0.064% active;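 also: potency is read from the fitted curve at half-maximal effect; 100% = response of the positive control SU9516; nearly all actives have a fitted effect of over 60% in size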
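Alpha7betagal+/- myoblasts (passage 13) were plated 16-24 hr, then exposed to compounds (1:260 dilution of DMSO stock) for 48 hours at 37C. After MPER lysis, β-galactosidase reporter activity was read as FDG fluorescence (ex 480/em 540) after 30 minutes.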
TSHR antagonist = antagonists of human thyroid stimulating hormone receptor | P16473 | TSHR-expressing cells, TSH-stimulated cAMP HTRF, 2 h; hits give low values | activity change, negative = inhibition, % at 11.5 µM | 330,000 tested, 0.2% active;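 active = activity change below a set negative limit, meaning inhibition stronger than a set level, cut at about -70% in these data; inconclusive = activity change between two set negative limits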; also: % is scaled to controls: 0 for no effect and ±100 for the full control effect
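Freshly harvested TSHR cells receive pin-tooled compound, then EC80 TSH at 4nM final. After 2 hours at 37 deg C, antibody in lysis buffer and cAMP-d2 are added; 30 minutes at ambient temperature precede the HTRF read.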
ASM inhibitor = inhibitors of human secretory acid sphingomyelinase. placental ASM, HMU-PC fluorogenic substrate, 60 min. Potency, µM (doses to about 57.5 µM), for inactives: top-dose activity change, negative = inhibition, usual class: inhibitors. 340,000 tested, 0.006% active. AID 504937; also: potency is read from the fitted curve at half-maximal effect
Target sequence (P17405 47-631 limits assumed): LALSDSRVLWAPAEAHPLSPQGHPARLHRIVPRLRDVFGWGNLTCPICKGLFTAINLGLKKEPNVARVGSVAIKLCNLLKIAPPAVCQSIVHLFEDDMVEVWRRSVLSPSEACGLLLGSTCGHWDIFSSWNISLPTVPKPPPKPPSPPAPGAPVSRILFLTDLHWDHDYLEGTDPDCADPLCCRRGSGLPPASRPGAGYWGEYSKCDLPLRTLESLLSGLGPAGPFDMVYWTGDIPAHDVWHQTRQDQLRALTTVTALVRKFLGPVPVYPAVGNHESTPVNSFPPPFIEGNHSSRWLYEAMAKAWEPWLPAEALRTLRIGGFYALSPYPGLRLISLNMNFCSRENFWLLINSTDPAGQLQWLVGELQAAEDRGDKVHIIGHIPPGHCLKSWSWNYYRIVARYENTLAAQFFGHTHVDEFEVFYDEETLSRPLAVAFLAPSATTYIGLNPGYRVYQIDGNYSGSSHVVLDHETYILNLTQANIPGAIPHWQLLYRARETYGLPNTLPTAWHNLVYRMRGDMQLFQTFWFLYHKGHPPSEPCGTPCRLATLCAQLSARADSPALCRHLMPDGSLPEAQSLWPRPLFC
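qHTS format. ASM enzyme prepared from human placenta hydrolyses the fluorogenic substrate HMU-PC0 (9 uM final) over 60 min at 37 °C after a 10 min compound preincubation.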
Eya2 phos inh = Eya2 (human) phosphatase inhibition; O00167; recombinant Eya2, OMFP fluorescence dephosphorylation (OMFP is methylfluorescein phosphate); Potency, µM (titrated, usually from 76.9 µM), without a hit: at the highest dose activity, negative = inhibition, usual class: inhibitors; 330,000 tested, 0.006% active; AID 488837; also: potency is read from the fitted curve at half-maximal effect; % is scaled to controls: 0 for no effect and ±100 for the full control effect
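Eya2 (0.2 uM) preincubated 10 min at ambient with compound, then OMFP substrate added at 50 uM; 10 min reaction in 50 mM HEPES pH 7.5, 50 mM NaCl, 5 uM MgCl2, 0.05% BSA, 1 mM DTT. Fluorescence read at Ex 485/Em 525 nm.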
A-T KAP1 phos = potential ataxia-telangiectasia treatment | […] A-T fibroblasts, KAP-1 phosphorylation AlphaLISA; neocarzinostatin DNA damage 30 min before lysis | Potency, µM (doses to about 57.5 µM), inactives show at the highest dose activation, usual class: activators | 320,000 tested, 0.19% active | AID 485349; also: potency is read from the fitted curve at half-maximal effect; % of control where 0% means no effect; nearly all actives have a fitted effect of over 45% in size
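ATM-like activity read as KAP-1 phosphorylation via AlphaLISA donor/acceptor antibody pairs after lysis and 6 hr at 25C. Cells were ATM-null patient fibroblasts ([…], hTERT), dosed 60 min, then exposed to the DSB inducer NCS for 30 min.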
TSG101-PTAP inh = blocks PTAP/TSG101 interaction to inhibit HIV-1 budding. Q99816. Fluorescence polarization, FITC-PTAP peptide / Tsg101 binding. Potency, µM (titrated, usually from 115 µM), for inactives: at the top dose activity change, negative = inhibition, most hits filed as inhibitors. 340,000 tested, under 10 active. AID 493005; active = well fitted inhibition curve with a large enough effect in the main read-out, with a control signal flat, not every such curve was filed as active; inconclusive = small, poorly fitted or top-dose-only effect, or effect the other way, or a change in a side signal; inactive = no such curve, though single readings can be large or run the other way; also: potency is read from the fitted curve at half-maximal effect; % of control where 0% means no effect
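Tsg101 binding domain (10 uM final) was mixed with compound and a FITC-labeled PTAP peptide (50 nM final) in HEPES pH 7.5 buffer with NaCl, Tween 20, EDTA and TCEP; fluorescence polarization was read after 20 min at r.t.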
BCR signal inh = inhibitors of chronic active B-cell receptor signaling | ABC-DLBCL IkBa-CBG/CBR reporter, luminescence ratio, 4 h | Potency, µM (titrated, usually from 46.1 µM), for the others: top-dose ratio change, negative = lower green/red ratio, most hits filed as inhibitors | 340,000 tested, 0.05% active | AID 493014; active = well fitted inhibition curve with a large enough effect in the signal ratio, with a control signal flat, not every such curve was filed as active; inconclusive = small, poorly fitted or top-dose-only effect, or effect the other way, or a change in a side signal; the % refers to the signal ratio;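 also: potency is read from the fitted curve at half-maximal effect; plate controls were basal doxycycline-induced cells for no effect and cells given 10 µM MG132 for full effect; MG132 reads +100%, hits lower the ratio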
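Concentration-response series (up to 46 uM) were applied to TMD8 dual-reporter cells for 4 h at 37C with doxycycline. Green/red ratio, after filter-overlap correction, defined %Activity; red signal alone was normalised to basal cells and zero luminescence.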
* = called active by the depositor; ? = inconclusive; nt = no result given; [ ] = another dose, or the depositor's remark. Unless noted, calls follow the shape of the dose curve; as a rule, active = well fitted curve in the direction sought with a large enough effect; inconclusive = small, poorly fitted or top-dose-only effect, or another doubt; inactive = no such curve, though single readings can be large; an effect the other way counts as inactive or inconclusive.

Start of the data: the first 2 records, ahead of the listing:
SMILES	Mito fusion yeast	Tb PFK inh	TCR act	ELG1 repair inh	Integrin act MD	TSHR antagonist	ASM inhibitor	Eya2 phos inh	A-T KAP1 phos	TSG101-PTAP inh	BCR signal inh
COc1ccc(C(=O)N2N=C3CC(C)(C)OCC3C2c2ccccc2)cc1 (stereo not drawn)	15%	1%	-2%[46.1 µM]	13%	20%	3	2%	2%	0%	0%	-4%
CCC1(CC)Cc2ccccc2C(=O)N1	4%	3%	-2%	-3%	8%	-1	3%	2%	-3%	-3%	?

This part in full, repeating the preview:
SMILES	Mito fusion yeast	Tb PFK inh	TCR act	ELG1 repair inh	Integrin act MD	TSHR antagonist	ASM inhibitor	Eya2 phos inh	A-T KAP1 phos	TSG101-PTAP inh	BCR signal inh
COc1ccc(C(=O)N2N=C3CC(C)(C)OCC3C2c2ccccc2)cc1 (stereo not drawn)	15%	1%	-2%[46.1 µM]	13%	20%	3	2%	2%	0%	0%	-4%
CCC1(CC)Cc2ccccc2C(=O)N1	4%	3%	-2%	-3%	8%	-1	3%	2%	-3%	-3%	?
COC(=O)[C@]1(Cc2ccccc2)N[C@H](c2ccc(-c3ccc4c(c3)OCO4)cc2)[C@@H]2C(=O)N(C)C(=O)[C@@H]21	21%	-10%	1%	16%	9%	-5	-18%	0%	-4%	-4%	-1%
Cc1cnc(C)c(N2CCN(Cc3cn(C)nc3-c3cccc(Cl)c3)CC2)n1	-10%	-1%	-1%	-20%	-1%	-3	3%	6%	6%[11.5 µM]	-1%	?
NC(=O)COC(=O)/C=C/c1ccccc1[N+](=O)[O-]	-3%	4%	1%	13%	-3%	10	0%	14%	-12%	3%	-2%
O=C(CN1CCCC1)Nc1ccc(NC(=O)Nc2ccccc2Cl)cc1	1%	8%	4%	?	-33%	-2	-9%	-23%	-2%	0%	-11%
Cc1ccccc1NC(=O)c1nc(S(C)(=O)=O)ncc1Cl	-23%	-8%	nt	?	-80%[inhibitor]	-40	2%	-8%	10%	-1%	?
COC(=O)c1nc2ccccc2s1	-1%	3%	-2%[46.1 µM]	0%	-37%	-3	-2%	10%	-3%	0%	-1%
Cc1ccc(C(=O)CC(C(=O)O)P(=O)(c2ccccc2)c2ccccc2)cc1 (stereo not drawn)	-4%	-2%	-3%	14%	28%	-4	4%	14%	0%	-1%	7%
COCc1ccc(CN2CCC(n3nccc3NC(=O)C(OC)c3ccccc3)CC2)o1 (stereo not drawn)	0%	1%	5%	9%	3%	1	nt	2%	0%	-2%	-1%
C#CCNC(=O)C1=C[C@H](c2ccc(Br)cc2)[C@@H](CCCO)[C@H](OCC)O1	0%	1%	0%	9%	-15%	-1	2%	5%	-14%	-1%	14%
Cc1nnc(SCC2CCCO2)n1-c1ccccc1 (stereo not drawn)	2%	-3%	4%	6%	10%	20	3%	-9%	29%	-3%	0%
CN1CCC(OC(=O)c2cccc(Cl)c2)CC1	8%	-3%	-4%	-5%	-18%	0	-4%	5%	-1%	1%	3%
COC(=O)c1ccccc1NC(=O)c1cc[n+]([O-])cc1	3%	3%	3%	4%	4µM*	3	-7%	0%	-8%	-5%	-4%
CCN(c1ccccc1)S(=O)(=O)c1ccc2c(c1)N(C(C)=O)CCS2	5%	-5%	5%	0%	-19%	0	-3%	0%	-5%	-2%	0%
FC(F)(F)c1n[nH]c(=S)n1/N=C/c1ccco1	0%	16%	-7%[46.1 µM]	0%	?	-1	6%	4%	-1%	1%	-3%
COc1cccc(C(=O)NCC(=O)n2nc(C)cc2C)c1	-1%	-4%	1%	0%	5%	-2	-2%	-2%	3%	-2%	0%
COc1cc(O)c(C(CC(=O)N2CCN(c3ccccc3)CC2)c2cc(OC)c(OC)c(OC)c2)c(OC)c1 (stereo not drawn)	11%	-2%	-5%	12%	0%	-7	4%	-7%	0%	nt	-2%
COc1nccc(Nc2ccccc2)c1C#N	7%	6%	-1%	-2%	0%	-6	3%	10%	6%	0%	-5%
O=C(NC(N1CCCC1)C(Cl)(Cl)Cl)c1ccccc1 (stereo not drawn)	5%	0%	-1%	?	-8%	14	-1%	6%	6%	-2%	-8%
COc1ccc(CCNc2cc(C)nc3c(-c4ccccc4)cnn23)cc1OC	?	4%	0%[46.1 µM]	?	-26%	-12	8%	1%	22%	1%	?
CC(C)(C)c1ccc(-n2ncc3c2CCCC3NC(=O)CCn2cncn2)cc1 (stereo not drawn)	-2%	-2%	-1%	-6%	-23%	-9	nt	-2%	11%	-2%	-15%
CC(C)Cc1cc(C(=O)NCc2ccco2)no1	1%	-1%	0%	?	0%	-3	4%	-12%	-2%	-13%	?
CC(=O)N1CCN(c2ccc(S(=O)(=O)N3CCCCC3)cc2[N+](=O)[O-])CC1	nt	-1%	4%[46.1 µM]	?	-21%	-7	-5%	-7%	22%	-1%	-2%
Cn1ncc(N=Cc2c(O)ccc3ccccc23)c1C(=O)Nc1cccc(Cl)c1	6%	-2%	7%	-9%	-44%	11	-6%	1%	-3%	?	-7%
CCC(=O)Nc1cccc2ccccc12	2%	1%	-1%	1%	12%	-7	-3%	-5%	-2%	-2%	-2%
O=C(NCc1ccc(C(F)(F)F)cc1)C1CC(c2ccccc2C(F)(F)F)=NO1 (stereo not drawn)	19%	0%	10%	12%	7%	-14	1%	-11%	10%	-1%	-2%
CNc1nc2[nH]c(=O)c3c(c2s1)OC(N)=C(C#N)C3c1cccc(F)c1 (stereo not drawn)	-6%	13%	8%	-4%	-6%	2	1%	-14%	-1%	7%	-1%
COC(=O)CCCC(=O)NC1CCCN(C2Cc3ccccc3C2)C1 (stereo not drawn)	0%	3%	1%	-5%	30%	4	6%	5%	-2%	0%	-2%
Cc1cccc(C)c1NC(=O)N1CC=C(n2c(=O)[nH]c3ccccc32)CC1	-1%	4%	4%	-12%	?	12	3%	-27%	-3%	-1%	-2%
COc1ccccc1NC(=O)Cn1cnc2c(cnn2-c2ccc(C)c(C)c2)c1=O	1%	2%	-1%	?	1%	14	-3%	8%	-5%	0%	2%
Cc1ccc(S(=O)(=O)N(C)CC(=O)N2CCCCCCC2)cc1	0%	-7%	3%	14%	-11%	0	-2%	1%	4%	-5%	-1%
CSc1cccc(NC(=O)C2CCCN(c3ncnc4c3nc3n4CCCCC3)C2)c1 (stereo not drawn)	20%	3%	0%	?	-3%	-4	-14%	-15%	2%	0%	9%
Cc1[nH]c(=S)c(C#N)c(C)c1Cc1ccccc1	14%	-22%	-4%	-7%	?	-3	0%	-11%	4%	1%	?
Cc1ccc(C(=O)CSc2nnc3c4ccccc4nc(C(C)(C)C)n23)cc1	12%	-1%	1%[46.1 µM]	16µM*	-7%	2	-1%	-9%	10%	0%	-1%
CC(C)(C)c1ccc(OCCCC(=O)Nc2cccc(S(=O)(=O)N3CCOCC3)c2)cc1	14%	-5%	-33%	?	-36%	-13	-14%	-35%	6%	4%	?
CC1CCN(C(=O)CSc2nnc3c(n2)[nH]c2ccc(F)cc23)CC1	?	2%	4%	-26%	-8%	5	0%	-1%	-4%	-7%	4%
COc1ccc(-n2c(O)c(/C=N/Nc3nc(C)cc(C)n3)c3ccccc3c2=O)cc1OC	-6%	0%	-22%	?	-30%[inhibitor]	-8	19%	0%	-10%	-5%	1%
O=C(Cc1cccc2ccccc12)N/N=C/c1ccc2cccc(O)c2n1	21%	2%	-1%	-6%	-51%[inhibitor]	0	-2%	3%	-3%	4%	-3%
CCOC(=O)N1CCN(S(=O)(=O)/C=C/c2ccccc2)CC1	0%	-2%	0%	-15%	-11%	-2	-3%	8%	7%	-10%	-1%
O=C(CSc1nnnn1-c1ccc(Cl)cc1)NC1CCS(=O)(=O)C1 (stereo not drawn)	nt	-1%	-7%	14%	14%	nt	4%	-14%	4%	-3%	2%
COc1ccc(-c2nc3c(-c4ccc(F)cc4)cnn3cc2C)cc1F	2%	-2%	-1%	2%	43%	-5	-14%	7%	3%	-1%	10%
O=C(CNS(=O)(=O)c1ccc(Br)cc1)NCc1ccncc1	-1%	0%	-2%	14%	-6%	-1	28%	11%	-2%	-4%	-8%

Screens: PubChem BioAssay, National Center for Advancing Translational Sciences (NCATS)
